High-throughput results (PubChem)
p53ts 32C kill = kills p53ts cells at the permissive temperature | H1299-p53A138V at 32C, ATP luminescence viability, 24 h | Potency, µM (highest dose often 46.1 µM), inactives show at the highest dose activity change, negative = cytotoxicity, actives largely listed as cytotoxic | 130,000 compounds, 0.93% hits;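 further: 0% = DMSO and -100% = full killing by reference compound; nearly all actives have a fitted effect of over 55% in size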
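Viability by ATPlite luminescence after 24 h compound treatment (up to 46 uM) at the permissive 32C. Cells are H1299 carrying p53 A138V. Scale runs from DMSO basal to 100 uM tamoxifen as full kill; AC50 from Hill fits.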
IkB signaling = suppresses IkB signaling in ABC-DLBCL reporter cells. AID 445. Potency, µM (series often up to 57.1 µM), for inactives: top-dose IkBa stabilization activation. 110,000 compounds, 0.04% hits. ABC-DLBCL IkBa-CBG/CBR dual luciferase ratio, 4 h; response scale: scaled: untreated 0%, proteasome inhibitor 100%; active means well fitted curve in the direction sought with a large enough effect in the signal ratio, not every such curve was filed as active; inconclusive means small, poorly fitted or top-dose-only effect, or a change in a side signal; the % refers to the signal ratio;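 further: the direction sought is a rising ratio; 0% = basal untreated cells and 100% = reference inhibitor full response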
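In this assay, an IκBα–CBG68 fusion accumulates when IKK-driven degradation is blocked; native CBR normalizes for cell number. OCI-Ly3 cells were treated 4 h with compound and doxycycline, then green and red light read after Chroma-Glo addition.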
p53ts 39C kill = cytotoxicity in p53ts cells at nonpermissive temperature; H1299-p53A138V viability at 39C, ATP luminescence, 24 h; Potency, µM (series often up to 46.1 µM), for inactives: top-dose activity change, negative = cell killing, hits mostly cytotoxic; 130,000 compounds, 1.5% hits; AID 902; further: nearly all actives have a fitted effect of over 55% in size
Peg3 imprint = inducers of genomic imprint erasure in mouse ES cells; mouse ES Peg3-LacZ reporter, beta-gal luminescence, 40 h; Potency, µM (highest dose often 60.7 µM), inactives show at the highest dose activity change, positive = activation, usual class: activators; 110,000 compounds, 0.02% hits; AID 1948;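 further: 0% = negative control wells on the plate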
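Imprint erasure is scored as LacZ activity from the silenced maternal Peg3 allele in feeder-free female ES cells cultured 40 h with LIF. Luminescence is normalized to in-plate negative controls and fitted to the Hill equation.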
* hit, by the source's call; u = inconclusive; x = not tested or not shown; [ ] = dose if it differs, or a comment. Unless noted, the call rests on the fitted dose curve; in most records, active means well fitted curve in the direction sought with a large enough effect; inconclusive means small, poorly fitted or top-dose-only effect, or another doubt; inactive means no such curve, though single readings can be large; an effect the other way counts as inactive or inconclusive. Unless noted, on the % scale 0 is the no-effect control and ±100 the full control effect; potency means the concentration at half of the fitted maximal effect.

Sample of the layout:
SMILES	p53ts 32C kill	IkB signaling	p53ts 39C kill	Peg3 imprint
Cc1nc2ccccc2c2nc(NC(=O)Cc3ccccc3)nn12	8%	2.2%	-7%	-4%
Cc1cc(Br)ccc1NC(=O)C1CCN(S(=O)(=O)c2ccc(Br)s2)CC1	2%	u	-24%	-9%[10.9 µM]
O=C(Nc1ccc(Cl)cc1)NC1CCS(=O)(=O)C1 (stereo not drawn)	1%	1.1%	-15%	-10%

All compounds of this part, repeating the preview:
SMILES	p53ts 32C kill	IkB signaling	p53ts 39C kill	Peg3 imprint
Cc1nc2ccccc2c2nc(NC(=O)Cc3ccccc3)nn12	8%	2.2%	-7%	-4%
Cc1cc(Br)ccc1NC(=O)C1CCN(S(=O)(=O)c2ccc(Br)s2)CC1	2%	u	-24%	-9%[10.9 µM]
O=C(Nc1ccc(Cl)cc1)NC1CCS(=O)(=O)C1 (stereo not drawn)	1%	1.1%	-15%	-10%
CC(=O)N1CCC2(CCN(Cc3ccccc3)CC2)CC1	-10%	0.7%[11.4 µM]	1%	x
COC(=O)c1ccc(OC)c(CSc2nnc(COc3ccc(OC)cc3)o2)c1	-8%	u	-14%	-17%
C=Cc1ccc(Cn2nc(-c3ccc(C)c(S(=O)(=O)N(CC)CC)c3)ccc2=O)cc1	11%	u	20%	-11%[10.9 µM]
CC1CCN(S(=O)(=O)c2ccc3c(c2)N(CC(=O)NCCc2ccccc2)C(=O)CO3)CC1	4%	u	-9%	-15%[10.9 µM]
COc1c(Cl)ccc(Cl)c1C(=O)NC(=O)N1CCOCC1	1%	0.9%	8%	24%
O=C(Nc1cccnc1)c1cc(-c2cccs2)on1	-9%	u	-9%	-9%
COc1ccc(NC(=O)Nc2cccc(-c3noc(C)n3)c2)cc1	4%	3.5%	-24%	-13%[10.9 µM]
Cc1cccc(S(=O)(=O)c2cn(Cc3ccc(F)cc3)c3cc(N4CCOCC4)c(F)cc3c2=O)c1	15%	u	4%	-15%[10.9 µM]
Cn1c(=NC(=O)c2cnccn2)sc2ccccc21	16µM*	-0.5%	10µM*	-34%[inhibitor]
O=C(OCc1c(Cl)nc2sccn12)c1cc2c(s1)CCCC2	11%	0.7%	-4%	20%
CCOC(=O)N1CCN(C(=O)CCn2c(=S)[nH]c3cc(OCC)c(OCC)cc3c2=O)CC1	1%	-0.9%	-1%	10%
N#C/C(=C\c1ccc(OC(=O)c2ccccn2)cc1)C(N)=O	14%	x	29%	x
COc1cc(OC)cc(OCC(O)Cn2ccnc2C)c1 (stereo not drawn)	-2%	0.3%	2%	-5%
Nc1c(C(=O)NCc2ccc3c(c2)OCO3)c2nc3ccccc3nc2n1CCCN1CCOCC1	u	u	u	-29%
Cc1cccc(CNc2ccnc(-c3ccoc3)n2)c1	-8%	-1.1%[11.4 µM]	-16%	-25%
Cc1nc2ccccc2nc1CSc1nncs1	-4%	-1.1%	-5%	-2%
O=C(CSc1ncn[nH]1)N1CCN(c2nnc(-c3ccccc3)c3ccccc23)CC1	3%	3.0%	9%	-12%

A draw from above in order of length of the SMILES, lowest first.
SMILES	p53ts 32C kill	IkB signaling	p53ts 39C kill	Peg3 imprint
Cc1cccc(CNc2ccnc(-c3ccoc3)n2)c1	-8%	-1.1%[11.4 µM]	-16%	-25%
CCOC(=O)N1CCN(C(=O)CCn2c(=S)[nH]c3cc(OCC)c(OCC)cc3c2=O)CC1	1%	-0.9%	-1%	10%
Cc1cccc(S(=O)(=O)c2cn(Cc3ccc(F)cc3)c3cc(N4CCOCC4)c(F)cc3c2=O)c1	15%	u	4%	-15%[10.9 µM]

(further entries)
SMILES	p53ts 32C kill	IkB signaling	p53ts 39C kill	Peg3 imprint
O=c1[nH]cnc2c1sc(=S)n2-c1ccccc1	9%	-0.7%	5%	-8%
Cc1ccc(S(=O)(=O)c2cn(CC(=O)Nc3ccc4c(c3)OCO4)c3ccccc3c2=O)cc1	20%	u	-17%	-12%[10.9 µM]
O=S(=O)(NCCS(=O)(=O)N1CCN(c2cccc(Cl)c2)CC1)c1ccc(F)cc1	-3%	u	-14%	6%[10.9 µM]
Cc1ccc(C)c2[nH]c(=O)c(CN(CCN3CCOCC3)Cc3nnnn3CC3CCCO3)cc12 (stereo not drawn)	-6%	1.4%	-4%	x
O=C(CSc1nc2ccccc2nc1Cc1ccccc1F)Nc1cccc(C(F)(F)F)c1	7%	u	-20%	-9%[10.9 µM]
CN(C)c1ccc(-c2nc(-c3cccs3)c(-c3cccs3)[nH]2)cc1	13%	u	u	-16%[10.9 µM]
CCC(=O)Oc1c(Sc2ccc(C)cc2)c(C)nn1-c1ccccc1	8%	u	25%	-6%[10.9 µM]
CN1CCN(Cc2c(O)ccc3cc(-c4ccccc4)c(=O)oc23)CC1	2%	-2.0%	-19%	-9%[10.9 µM]
O=C1C(=O)c2ccccc2C(O)=C1Cc1ccccc1	-4%[9.22 µM]	1.8%[11.4 µM]	4%[9.22 µM]	-2%[10.9 µM]
COc1ccccc1NC(=O)NCC(=O)Nc1ccc(F)c(F)c1	3%	3.3%	7%	-9%
O=C(c1ccccc1-c1nc2ccccc2[nH]1)N1CCOCC1	3%	0.2%	-6%	-2%
CCCCN1C(=O)C(O)(CC(=O)c2ccc(C)cc2C)c2cc(Br)ccc21 (stereo not drawn)	u	-0.9%	u	-7%[10.9 µM]
CCCCNC(=O)CCCCCn1c(=O)[nH]c2ccccc2c1=O	-4%	1.2%	-3%	u
O=C(/C=N/O)NCCN1CCCCC1	-3%	-1.0%	3%	8%
CC1(C)CC(=O)c2cc(OCC(=O)NCCN3CCCc4ccccc43)ccc2O1	-1%	1.1%	-5%	-20%
COc1ccc(S(=O)(=O)Nc2cccc(C)n2)c2ccccc12	13%	-3.6%	23%	-16%
COC(=O)N1CN(C(=O)OC)CN(C(=O)OC)C1	5%	0.6%	3%	-2%
OB(O)c1ccc(Br)cc1	-3%	x	-4%	-6%
COC(=O)c1c(NC(=O)Cc2coc3ccc(C)cc23)sc2c1CCC2	11%	-1.5%	-15%	8%[10.9 µM]
O=C(c1ccco1)N1CCN(C(=O)C2CCCO2)CC1 (stereo not drawn)	-12%	-0.7%	-5%	7%
CC(C)Sc1nc(SCC(=O)NCc2ccco2)c2c3c(sc2n1)COC(C)(C)C3	2%	-3.1%	6%	-6%
COc1ccccc1CNC(=O)CCn1c(=O)sc2ccccc21	7%	4.0%	-3%	-8%
COc1cc(OC)c(C2CC(=O)Nc3ccc4ccccc4c32)cc1OC (stereo not drawn)	18%	2.2%	-25%	-5%[10.9 µM]
COc1ccc(CCNC(=O)c2ccn[nH]2)cc1OC	-6%	-0.2%	-9%	-11%
O=C(COC(=O)c1sc2cc(F)ccc2c1Cl)Nc1ncc(Cl)cc1Cl	-8%	x	-3%	x
CN1CCN(C(=O)Cn2c(=O)oc3cc(S(=O)(=O)NCc4ccccc4)ccc32)CC1	4%	-1.6%	5%	-9%
CCOCCCNC(=O)c1[nH]c2cc(OC)ccc2c1Sc1ccccc1	13%	u	-13%	-15%[10.9 µM]
O=C(NCc1ccc(Cl)cc1)C(=O)NCC(c1cccs1)S(=O)(=O)c1ccc(Cl)cc1 (stereo not drawn)	-6%	u	-13%	-7%[10.9 µM]
CC(CNC(=O)c1cncc(O)c1)NC(=O)c1cncc(O)c1 (stereo not drawn)	-11%	-0.3%	11%	x
CC(C)(Oc1ccc(Cl)cc1)C(=O)Nc1ccc(-c2nc3ncccc3o2)cc1	-2%	6.9%	2%	-10%[10.9 µM]
CC(=O)N1CCCc2cc(S(=O)(=O)N(C)CC(=O)Nc3ccc(F)cc3Cl)ccc21	5%	1.0%	-11%	-11%[10.9 µM]
O=C(CSC1=Nc2ccccc2N=C(c2ccc(F)cc2)C1)Nc1cc(F)ccc1F	-5%	u	-20%	-14%[10.9 µM]
CCC(C)OC(=O)C1=C(C)OC23OC(N)=C(C#N)C12C(=O)c1ccccc13 (stereo not drawn)	-5%	x	-14%	x
CCN1CCN(c2ccc(NC(=O)Cc3ccccc3)cc2)CC1	2%	0.0%	9%	-18%
CC(=O)Nc1ccc(NS(=O)(=O)c2cc3c4c(c2)CC(=O)N4CCC3)cc1	9%	0.2%	-13%	30%[10.9 µM]
COc1ccc(S(=O)(=O)c2c(Nc3cccc(C)c3C)sc(C(=O)c3ccccc3)c2N)cc1	18%	0.6%	-10%	-23%[10.9 µM]
Cc1ccc(Cn2c(CN3CCC(C(=O)NCC(C)c4ccccc4)CC3)cc3ccccc32)cc1 (stereo not drawn)	1%	-0.6%	-15%	-19%[10.9 µM]
Cc1cc(C)n(CCC(=O)Nc2ccc(Cl)cc2)n1	5%	-1.6%	-5%	-6%[10.9 µM]
S=C1NCCc2ccccc2C1c1ccccc1Cl (stereo not drawn)	9%	x	0%	x
CCn1c(SCC(=O)NC(=O)Nc2ccc3c(c2)OCCO3)nnc1-c1cccs1	-23%	-2.1%	-18%	-15%

Random excerpt: 4 records from the list
SMILES	p53ts 32C kill	IkB signaling	p53ts 39C kill	Peg3 imprint
CCn1c(SCC(=O)NC(=O)Nc2ccc3c(c2)OCCO3)nnc1-c1cccs1	-23%	-2.1%	-18%	-15%
S=C1NCCc2ccccc2C1c1ccccc1Cl (stereo not drawn)	9%	x	0%	x
CC(=O)N1CCCc2cc(S(=O)(=O)N(C)CC(=O)Nc3ccc(F)cc3Cl)ccc21	5%	1.0%	-11%	-11%[10.9 µM]
Cc1ccc(Cn2c(CN3CCC(C(=O)NCC(C)c4ccccc4)CC3)cc3ccccc32)cc1 (stereo not drawn)	1%	-0.6%	-15%	-19%[10.9 µM]

Next section.
SMILES	p53ts 32C kill	IkB signaling	p53ts 39C kill	Peg3 imprint
COc1ccc(CNC(=O)c2onc(C)c2Cl)cc1	1%	-2.0%	4%	-6%
CCCCOC(=O)c1ccc(Nc2nc3ccccc3c3nnc(C)n23)cc1	-8%	u	-21%	3%[10.9 µM]
CCCOc1ccc2oc(=O)c3c(c2c1)CCCN3C(=O)CN1CCN(c2ncccn2)CC1	0%	0.6%	1%	-13%
COCc1cc(C)nc2sc(C(=O)Nc3ccccc3O)c(N)c12	-3%	-1.3%	-2%	17%[10.9 µM]
COc1cc(NC(=O)CSc2nccc(C)n2)c(C(=O)O)cc1OC	-13%	-0.5%	-12%	-11%
CC(C)COc1ccc(C(=O)Nc2nnc(S(=O)(=O)N(C)Cc3ccco3)s2)cc1	u	u	10µM*	-74%[inhibitor][10.9 µM]
CCOC(=O)C1=C(N)n2c(s/c(=C/c3ccco3)c2=O)=C(C(=O)OC)C1c1ccco1 (stereo not drawn)	6%	-1.1%	-8%	-21%
CC1(C)CC(=O)C(Sc2nnc(-c3ccc(NS(C)(=O)=O)cc3)n2Cc2ccco2)C(=O)C1	1%	u	3%	-8%
COC(=O)c1cccc(-n2nnnc2SCC(=O)Nc2cc(C)on2)c1	4%	0.3%	11%	x
O=S1(=O)C=CC(N2CCOCC2)C1 (stereo not drawn)	4%	1.5%	-2%	-8%
COc1cccc2c1OC1(C)CC2NC(=O)N1c1cccc(C(=O)N2CCN(c3ccccn3)CC2)c1 (stereo not drawn)	4%	1.2%	13%	-7%
COc1cccc(OC)c1C(=O)N1CC(C)OC(C)C1 (stereo not drawn)	2%	-0.8%	4%	-8%
Cc1cc(C)nc(NC(=NCc2ccc3c(c2)OCO3)NC(=O)Nc2ccccc2)n1	-1%	2.5%	-4%	-24%
CCc1nnc2c(Nc3cccc(F)c3)nc3ccc(C(=O)c4ccccc4)cc3n12	4%	3.2%	-3%	-8%[10.9 µM]
O=C(O)C1C(c2ccccc2)C(C(=O)Oc2ccc(O)cc2)C1c1ccccc1 (stereo not drawn)	-8%	2.4%	-1%	1%
CCOc1ccc(CCNC(=O)CCCc2nnc3n(CC)c(=O)c4sccc4n23)cc1	-2%	0.4%	-13%	-13%[10.9 µM]
Cc1ccc(NS(=O)(=O)c2ccc(-c3cc(C)no3)cc2)c(C)c1	2%	u	u	14%[10.9 µM]
Cc1ccc(Cl)cc1N1CCN(C(=O)c2cnn(C)c2C2CCN(C(=O)OC(C)(C)C)CC2)CC1	6%	u	9%	24%[10.9 µM]
CCC1=C(OC(=O)N(CC)CC)N2C(=O)OC(=NCC3CC3)[C@]2(C)[C@H]2C1=CC[C@H]1C(=O)N(C)C(=O)[C@H]12	-3%	x	-6%	18%
CCC(Sc1ccccn1)C(=O)Nc1nnc(C)s1 (stereo not drawn)	11%	2.5%	5%	-6%
Cc1nc2ccc(NC(=O)c3cc([N+](=O)[O-])cc([N+](=O)[O-])c3Cl)cc2s1	-15%	x	2%	x
O=c1cc(Nc2ccc3c(c2)OCCO3)[nH]c(=O)n1C1CCCCC1	-4%	0.8%	7%	-15%
